# TAAR1 ag: human TAAR1 agonists, primary screen, Fluo-8 calcium fluorescence, CHO RD-HGA16 cells | Trace amine-associated receptor 1 (Homo sapiens), Q96RJ0 | vehicle wells 0%, saturating PEA agonist 100% | activation, % at 3 µM | 360,000 tested, 0.99% active;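 active = activation above the mean activation of all test compounds in the run plus 3 SD, cut at about 38% in these data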
# Target sequence (Q96RJ0 whole entry, looked up): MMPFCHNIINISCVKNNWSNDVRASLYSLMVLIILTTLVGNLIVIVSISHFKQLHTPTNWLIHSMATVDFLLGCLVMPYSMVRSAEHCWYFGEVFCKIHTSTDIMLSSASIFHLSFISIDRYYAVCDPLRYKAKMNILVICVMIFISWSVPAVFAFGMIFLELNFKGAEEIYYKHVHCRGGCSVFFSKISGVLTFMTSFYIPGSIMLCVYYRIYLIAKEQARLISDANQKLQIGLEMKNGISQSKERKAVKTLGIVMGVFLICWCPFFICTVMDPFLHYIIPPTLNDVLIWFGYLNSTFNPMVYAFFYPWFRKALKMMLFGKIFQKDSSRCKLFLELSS
#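 System: CHO-derived RD-HGA16 cells with stable Gα16 and human TAAR1 / Times: 17-24 h plating, Fluo-8 75 min 37 °C, 30 min RT / Technique: calcium-sensitive Fluo-8 signal, excitation 470-495, emission 515-575 nm / Measure: % activation relative to PEA EC100 response / Benchmarks: DMSO and PEA EC100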
# CHRM5 agonist: human M5 muscarinic receptor agonists, primary screen, CHO-K1 cells, Fluo-8 calcium fluorescence | 360,000 tested, 0.19% active | activation, % at 3 µM | Muscarinic acetylcholine receptor M5 (Homo sapiens), P08912 | CHO-K1 hM5 cells; 0% DMSO wells, 100% maximal acetylcholine response;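 active = activation above the run's mean over test compounds plus 3 SD, cut at about 23% in these data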;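 note: signal is peak over basal fluorescence ratio across the kinetic read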
# M5 antag: human M5 muscarinic receptor antagonists, primary screen, CHO cells, Fluo-8 calcium fluorescence | Muscarinic acetylcholine receptor M5 (Homo sapiens), P08912 | CHO-hM5 cells, ACh EC80 | inhibition, % at 3 µM | 360,000 tested, 0.59% active;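 active = inhibition above a per-plate cutoff, the mean of that plate's test compounds plus 3 SD, cut at about 27% in these data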;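 note: 0% = acetylcholine EC80 with DMSO and 100% = DMSO without agonist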
# CRFR2-BP antag: antagonists of CRF-BP/CRF-R2 complex, primary screen, cell-based, HEK293, calcium dye fluorescence, uHTS. CRF-induced calcium fluorescence. inhibition, % at 11.8 µM. 350,000 tested, 0.59% active. AID 588475, 2011;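 active = inhibition of the ligand-induced calcium signal above about 50% at the single tested concentration, limit read from the data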
# CHRM4 PAM: human M4 muscarinic receptor positive allosteric modulators, primary screen, CHO-K1 cells, Fluo-8 calcium fluorescence; Muscarinic acetylcholine receptor M4 (Homo sapiens), P08173; CHO-K1 hM4/Gqi5, ACh EC20; 0% = ACh EC20, 100% = maximal ACh; activation, % at 3 µM; 360,000 tested, 0.4% active; AID 624126, 2012;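 active = activation above its plate's cutoff, the mean activation of sample wells plus 3 SD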; note: some results filed as inactive read as strong as hits
# Target sequence (P08173 whole entry, looked up): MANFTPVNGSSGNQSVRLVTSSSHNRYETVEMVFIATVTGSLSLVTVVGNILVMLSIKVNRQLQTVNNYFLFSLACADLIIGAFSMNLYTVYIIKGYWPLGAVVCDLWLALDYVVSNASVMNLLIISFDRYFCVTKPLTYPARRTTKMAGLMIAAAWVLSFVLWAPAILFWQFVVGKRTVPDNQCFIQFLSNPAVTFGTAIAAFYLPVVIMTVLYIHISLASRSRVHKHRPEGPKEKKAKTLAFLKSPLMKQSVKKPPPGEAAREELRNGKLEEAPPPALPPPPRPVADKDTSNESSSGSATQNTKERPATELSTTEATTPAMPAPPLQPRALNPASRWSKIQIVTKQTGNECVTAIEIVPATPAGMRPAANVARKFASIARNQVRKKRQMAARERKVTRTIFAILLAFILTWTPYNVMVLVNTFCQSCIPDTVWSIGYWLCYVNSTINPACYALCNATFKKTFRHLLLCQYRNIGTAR
# CRFR2-BP ag: agonists of CRF-BP/CRF-R2 complex, primary screen, cell-based, HEK293, calcium dye fluorescence, uHTS | CRF-binding protein / CRF receptor 2 complex (human) | calcium dye fluorescence (FLIPR); percent of saturating CRF peptide response | activation, % at 13.2 µM | 350,000 tested, 0.46% active;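 active = activation of at least 50%, plus an integration ratio under a set limit after plate pattern correction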;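 note: plate controls were neutral control wells without compound for no effect and CRF at EC100 for full effect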
# TAAR1 antagonist: human TAAR1 antagonists, primary screen, Fluo-8 calcium fluorescence, CHO RD-HGA16 cells | antagonist | inhibition, % at 3 µM | Trace amine-associated receptor 1 (Homo sapiens), Q96RJ0 | 360,000 tested, 1.5% active | AID 624466, 2012;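 active = inhibition above a per-plate cutoff, the mean inhibition of test compounds on that plate plus 3 SD, cut at about 49% in these data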;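 note: 0% = DMSO plus EC80 beta-PEA response and 100% = DMSO alone without agonist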
#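 Material: CHO RD-HGA16 cells bearing hTAAR1; compound dosing: one-point dosing, 3 µM nominal final; schedule: dye loading 75 min at 37 °C, then 30 min room temperature; measured by: calcium fluorescence with Fluo-8; control set: vehicle and agonist controls; replication: n of 1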
# CHRM5 PAM: human M5 muscarinic receptor positive allosteric modulators, primary screen, CHO-K1 cells, Fluo-8 calcium fluorescence; activation, % at 3 µM; AID 624038, 2012; 360,000 tested, 0.3% active; CHO-K1 hM5, ACh EC20 PAM; 0% = ACh EC20, 100% = ACh EC100;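 active = activation above the run cutoff, the mean activation of all test compounds plus 3 SD, cut at about 18% in these data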
#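 Probe or stimulus: acetylcholine, EC20 level; Assay system: human M5 receptor in CHO-K1 cells; Schedule: compound preincubation 140 s before EC20 acetylcholine addition; Technique: intracellular calcium via Fluo-8 fluorescence; Dosing: single-point, 3 µM nominal; Read-out basis: percent activation from peak-over-basal fluorescence ratio, scaled EC20-to-EC100 acetylcholine; Repeats: one well per compound, no replicates.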
# M1 PAM parental: nonselective calcium activators in parental CHO-K1 cells, primary screen, counter-screen for M1 PAM project, cell-based, Fluo-8 calcium fluorescence, full deck, 1536-well | AID 602247, 2012 | 360,000 tested, 0.02% active | ATP EC20; 0% at ATP EC20, 100% at ATP max | activation, % at 3 µM;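 active = activation above the run cutoff, the mean activation of all test compounds plus 3 SD, cut at about 40% in these data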;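 note: peak over basal fluorescence ratio in a 140 s read after ATP addition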
# An asterisk follows results filed as active; · = no result given; & = joins results of further samples.
1	CC(=O)OC[C@@H]1CN(Cc2ccccc2)C[C@H](n2cnc3c(Nc4ccccc4)ncnc32)O1
2	CC1CC(C)CN(CCCNC(=O)CN2C(=O)c3cccnc3Oc3ccccc32)C1 (centres undefined)
3	NNC(=O)C(=O)/C=C1\NC2(CCCC2)Cc2ccccc21
4	O=C(O)CNC(=S)N(Cc1ccccc1)Cc1ccccc1F
5	CCOc1ccccc1C(=O)OCC(=O)Nc1cccc(S(=O)(=O)N2CCCC2)c1
6	COC(=O)Cn1c(N)[n+](Cc2ccccc2)c2ccccc21

Assay by compound	1	2	3	4	5	6
TAAR1 ag	7	4	1	11	14	8
CHRM5 agonist	2	-6	-3	6	5	-6
M5 antag	7	3	-3	-6	7	16
CRFR2-BP antag	·	-6	-13	1	1	6
CHRM4 PAM	-4	-1	-7	4	-8	-6
CRFR2-BP ag	·	0.9	-0.8	-3.0	1.1	-3.0
TAAR1 antagonist	40	-29	-34	-19	26	-23
CHRM5 PAM	-4	0	8	5	-5	-1
M1 PAM parental	9	9	-19	35	5	-14

7	O=C(CNC(=O)c1ccco1)Nc1ccc(OC(F)F)cc1
8	N#Cc1ccccc1S(=O)(=O)N1CCN(C(=O)c2cc(-c3ccccc3)nn2-c2ccccc2)CC1
9	O=C(CCNS(=O)(=O)c1ccccc1Cl)N1CCN(c2ccccn2)CC1
10	Cc1ccc(C(=O)Nc2cccc3[nH]c(C(F)(F)F)nc23)cc1
11	CCOC(=O)COn1c(=O)c(-c2ccccc2)[n+]([O-])c2ccccc21
12	CC(NC(=O)[C@@H](NC(=O)[C@@H]1Cc2ccccc2CN1)C(C)C)c1ccccc1 (some centres undefined)

Assay by compound	7	8	9	10	11	12
TAAR1 ag	0	6	1	6	1	2
CHRM5 agonist	-1	-4	-2	3	-1	-6
M5 antag	3	-2	3	7	1	-3
CRFR2-BP antag	-3	14	-9	17	15	-18
CHRM4 PAM	-3	-1	9	1	-1	2
CRFR2-BP ag	4.6	0.8	-1.5	1.9	-0.2	-1.2
TAAR1 antagonist	-4	40	-7	15	-11	-15
CHRM5 PAM	7	1	-2	-4	-1	-3
M1 PAM parental	6	6	3	0	0	9

13	S=c1[nH]nc(-c2ccccn2)n1/N=C/c1ccc(-c2ccccc2Cl)o1
14	N/C(=N\OC(=O)C(c1ccccc1)c1ccccc1)c1ccccn1
15	Cc1ccc(S(=O)(=O)N2C3CCCCC3O[C@H]2CC(=O)c2ccccc2)cc1 (some centres undefined)
16	COC(=O)c1ccc2ccn(CC(=O)NC3CCCCC3)c2c1
17	Nc1nc(Br)c2c(F)cccc2c1-c1ccc(Cl)cc1
18	Fc1ccc(CN2CCCN(Cc3nc(-c4ccc5c(c4)OCO5)no3)CC2)cc1

Assay by compound	13	14	15	16	17	18
TAAR1 ag	1	4	4	1	9	4
CHRM5 agonist	-4	-7	2	-1	4	-7
M5 antag	-5	-5	-2	-11	3	0
CRFR2-BP antag	7	12	·	3	-7	-9
CHRM4 PAM	3	10	3	2	0	-12
CRFR2-BP ag	1.4	-2.0	·	2.3	6.3	0.9
TAAR1 antagonist	-9	10	-21	16	19	-5
CHRM5 PAM	1	0	0	4	6	-3
M1 PAM parental	-5	18	·	11	10	8

19	C[C@@H]1CN(c2nc3nonc3nc2N2CCSCC2)C[C@H](C)O1
20	CCOC(=O)c1cc(-c2ccccc2)nc2c(O)cccc12
21	Cc1ccsc1CNC(=O)C1(C)CCN1C(C)C (centres undefined)
22	c1ccc2c(c1)nc(N1CCOCC1)c1nncn12
23	COC(=O)c1cn(C(=O)c2ccc(C)c(C)c2)c2ccccc12
24	O=C(NC1CCCCC1)NC1CCN(S(=O)(=O)Cc2ccccc2)CC1

Assay by compound	19	20	21	22	23	24
TAAR1 ag	7	2	1	9	3	3
CHRM5 agonist	1	5	-3	0	0	-2
M5 antag	6	2	10	2	3	4
CRFR2-BP antag	3	-3	·	-9	-19	-16
CHRM4 PAM	0	3	0	7	0	-5
CRFR2-BP ag	-3.4	1.4	·	-1.6	1.0	0.3
TAAR1 antagonist	-6	-14	-26	2	1	9
CHRM5 PAM	2	-3	-4	-4	-5	-6
M1 PAM parental	6	30	-9	10	13	8

# Full records, looked up by structure.
# `c1ccc2c(c1)nc(N1CCOCC1)c1nncn12` is listed as TAAR1 ag: 9; CHRM5 agonist: 0; M5 antag: 2; CRFR2-BP antag: -9; CHRM4 PAM: 7; CRFR2-BP ag: -1.6; TAAR1 antagonist: 2; CHRM5 PAM: -4; M1 PAM parental: 10
# `O=C(NC1CCCCC1)NC1CCN(S(=O)(=O)Cc2ccccc2)CC1` is listed as TAAR1 ag: 3; CHRM5 agonist: -2; M5 antag: 4; CRFR2-BP antag: -16; CHRM4 PAM: -5; CRFR2-BP ag: 0.3; TAAR1 antagonist: 9; CHRM5 PAM: -6; M1 PAM parental: 8

# Additional results follow.
25	CC(C)(C)S(=O)N1Cc2cc(C(=O)N3CCOCC3)nc(-c3cccc(Br)c3)c2[C@H]1CCO (some centres undefined)
26	COc1cccc(NC(=O)C(=O)NCCCn2ccnc2)c1
27	CC(C)Cc1nnc(NC(=O)C23CC4CC(CC(C4)C2)C3)s1
28	COc1ccc(/C=N/NC(=O)c2cccc(C(F)(F)F)c2)cc1
29	COc1ccccc1S(=O)(=O)N(C)C[C@H]1OCc2cnnn2CCCC(=O)N([C@H](C)CO)C[C@H]1C
30	Cc1cc(N/N=C/c2ccc(F)cc2)nc(-n2nc(C)cc2C)n1

Assay by compound	25	26	27	28	29	30
TAAR1 ag	-1	2	3	1	4	-2
CHRM5 agonist	0	-3	0	-3	-1	-3
M5 antag	-12	4	0	6	-1	-7
CRFR2-BP antag	·	6	-46	-5	-10	-34
CHRM4 PAM	1	-2	1	3	-6	-5
CRFR2-BP ag	·	-1.3	9.3	0.2	0.4	-6.4
TAAR1 antagonist	-2	-23	-11	-12	-21	-40
CHRM5 PAM	3	-3	-2	5	3	10
M1 PAM parental	13	6	-14	9	10	-4

31	CCOC(=O)c1nc2cc3n(c(C)c-2c1C)C(C)C(C)=C3C (centres undefined)
32	COc1ccc(C(=O)NCc2nnc(SCC(=O)c3ccccc3)n2C)cc1
33	COC(=O)[C@@H]1C[C@@]2(O)[C@H](O)[C@H](O)[C@H](O)C[C@H]2N1CC1CC1
34	CC1(CCc2ccccc2)NC(=O)N(CC(=O)O)C1=O (centres undefined)
35	Cc1ccc(CCCOC(=O)C[N+]2(C)CCOCC2)cc1
36	CC(C)c1ccc(CNc2ncc(Br)cn2)cc1

Assay by compound	31	32	33	34	35	36
TAAR1 ag	-1	0	16	0	1	0
CHRM5 agonist	0	-2	3	-2	-14	-1
M5 antag	5	-5	2	0	6	1
CRFR2-BP antag	3	0	21	-3	-2	-12
CHRM4 PAM	-1	0	6	-10	-1	1
CRFR2-BP ag	2.2	-3.5	-0.3	-0.3	5.7	0.3
TAAR1 antagonist	-7	-24	5	7	13	7
CHRM5 PAM	-3	4	6	2	-4	-5
M1 PAM parental	1	10	-18	-6	5	3

37	O=C(c1ccc2c(=O)n3c(nc2c1)CCCCC3)N1CCN(c2ccc(F)cc2)CC1
38	N#Cc1cc(-c2ccccc2)nnc1Sc1ccc(F)cc1
39	COc1ccccc1C(=O)NCCC(=O)N(Cc1ccco1)Cc1cccs1
40	CCOc1ccc(N(CC(=O)NC(C(C)C)C(C)C)S(=O)(=O)c2ccc(OC)c(OC)c2)cc1
41	Cn1c(N)c(C(=O)COC(=O)c2ccccc2C(=O)c2ccccc2)c(=O)n(C)c1=O
42	O=C(c1ccc(OC2CCN(Cc3ccccn3)CC2)cc1)N1CCCC(O)C1 (centres undefined)

Assay by compound	37	38	39	40	41	42
TAAR1 ag	-2	6	4	10	1	1
CHRM5 agonist	-5	-1	-1	2	-1	-10
M5 antag	14	-6	-2	-1	8	-11
CRFR2-BP antag	10	-8	10	-9	-7	-6
CHRM4 PAM	10	-2	1	3	0	19
CRFR2-BP ag	-1.3	0.2	3.3	-1.4	-0.1	5.2
TAAR1 antagonist	-33	-8	12	19	-3	-18
CHRM5 PAM	2	-2	0	10	-14	24*
M1 PAM parental	7	8	-9	8	3	12

# Retrieved by compound from above, 3 records:
38	N#Cc1cc(-c2ccccc2)nnc1Sc1ccc(F)cc1
42	O=C(c1ccc(OC2CCN(Cc3ccccn3)CC2)cc1)N1CCCC(O)C1 (centres undefined)
39	COc1ccccc1C(=O)NCCC(=O)N(Cc1ccco1)Cc1cccs1

Assay by compound	38	42	39
TAAR1 ag	6	1	4
CHRM5 agonist	-1	-10	-1
M5 antag	-6	-11	-2
CRFR2-BP antag	-8	-6	10
CHRM4 PAM	-2	19	1
CRFR2-BP ag	0.2	5.2	3.3
TAAR1 antagonist	-8	-18	12
CHRM5 PAM	-2	24*	0
M1 PAM parental	8	12	-9

# Carrying on:
43	CC1(C)C(/C=C/C=C/C=C/C=C2\N(CCCCS(=O)(=O)O)c3ccc4ccccc4c3C2(C)C)=[N+](CCCCS(=O)(=O)[O-])c2ccc3ccccc3c21
44	Fc1cc(F)c(NC(=S)N2CCOCC2)c(F)c1
45	O=C(CCn1c(=O)c2cccn2c2cccnc21)N1CCN(c2cccc(Cl)c2)CC1
46	COC(=O)c1cccc(COC(=O)c2cccnc2SC)c1
47	O=C1CCN(Cc2ccc(O)cc2)CCN1CCO
48	COc1cccc(/C=N/NC(=S)NC2CC3CCC2C3)c1OC (centres undefined)
49	CC(OC(=O)c1cccnc1SCc1cc(=O)n2ccccc2n1)c1ccccn1 (centres undefined)
50	O=C(Nc1cc(C(=O)N2CCCC2)ccc1N1CCCC1)c1ccccc1
51	OCCC1CN(CCCc2ccccc2)CCN1CCc1ccccc1 (centres undefined)

Assay by compound	43	44	45	46	47	48	49	50	51
TAAR1 ag	·	-2	·	12	2&0	7	18	0	2
CHRM5 agonist	-1	-4	-1	0	2&-1	1	4	1	-18
M5 antag	-3	12	18	2	-5&-7	8	11	-1	11
CRFR2-BP antag	69*	6	-6	2	-2	-8	7	8	-1
CHRM4 PAM	10	4	-4	-1	8&18	-13	-4	5	-4
CRFR2-BP ag	2.2	0.7	-0.4	1.1	0.5	-0.5	0.4	1.2	0.2
TAAR1 antagonist	·	7	·	25	-4&-23	-3	41	-14	8
CHRM5 PAM	0	-11	-7	-2	1&-3	-9	-9	4	-11
M1 PAM parental	23	-6	-1	-8	2&4	-3	-5	-15	14

# Bioassay records: PubChem, several laboratories
